TcdB inh = blocks C. difficile toxin B glycohydrolase activity; hit rate 0.24% among 350,000; P18177; inhibition, % at 9.99 µM; TcdB glycohydrolase enzymatic assay, plate reader; in the data active = inhibition above about 10%
* = called active by the depositor; & = joins results of further samples. Not all compounds are listed; count on the stated rates, not on these rows.

SMILES | TcdB inh
COc1ccc(S(=O)(=O)N(C)C[C@H]2OCCCC[C@H](C)Oc3ccc(NS(C)(=O)=O)cc3C(=O)N([C@@H](C)CO)C[C@H]2C)cc1 | -0.1
C[C@H](CO)N1C[C@H](C)[C@@H](CN(C)S(C)(=O)=O)Oc2cc(C#Cc3ccccc3)ccc2S1(=O)=O | -0.6
O=C(Cc1ccccn1)NCC[C@H]1CC[C@H](NC(=O)CN2CCOCC2)[C@H](CO)O1 | 0.2
CNC[C@@H]1Oc2cc(C#Cc3ccccc3OC)ccc2S(=O)(=O)N([C@@H](C)CO)C[C@H]1C | 2.6
COc1ccccc1NC(=O)N1CC(=O)N2[C@@H](CO)[C@H](c3ccc(C#Cc4ccccc4)cc3)[C@@H]2C1 | 0.1
C[C@H](CO)N1C[C@H](C)[C@@H](CN(C)S(=O)(=O)c2cn(C)cn2)Oc2c(NC(=O)c3cnccn3)cccc2C1=O | -0.4
C/C=C/c1ccc(C2[C@@H]3CN(C(C)=O)C[C@H]2N3)cc1 (stereo not given in full) | -5.3&-1.6
C[C@H](CO)N1C[C@H](C)[C@H](CN(C)C(=O)C2CCC2)Oc2cc(C#CC(C)(C)O)ccc2S1(=O)=O | 0.4
O=C(NC[C@@H]1CC[C@H]2[C@H](CN2S(=O)(=O)c2ccccc2)O1)NC1CCCCC1 | 1.1
C[C@H](NC(=O)C[C@H]1C[C@@H]2c3cc(NC(=O)C4CCOCC4)ccc3O[C@@H]2[C@@H](CO)O1)c1ccccc1 | -0.5
COc1ccc(CN(C)C[C@@H]2OCCCC[C@@H](C)Oc3ccc(NC(=O)NC4CCCCC4)cc3C(=O)N([C@H](C)CO)C[C@H]2C)cc1 | -0.3
C[C@@H]1CCCCO[C@H](CN(C)S(=O)(=O)c2ccc(Cl)cc2)[C@H](C)CN([C@@H](C)CO)C(=O)c2cc(NS(=O)(=O)c3ccc(F)cc3)ccc2O1 | 1.6
Cc1noc(C)c1NC(=O)Nc1ccc2c(c1)C(=O)N([C@@H](C)CO)C[C@H](C)[C@H](CN(C)C(=O)Nc1ccc(C(F)(F)F)cc1)O2 | 4.1
C[C@H]1CCCCO[C@H](CN(C)Cc2ccc(Cl)c(Cl)c2)[C@@H](C)CN([C@@H](C)CO)C(=O)c2cc(NS(=O)(=O)c3ccccc3)ccc2O1 | 0.2
CC(C)C#Cc1cnc2c(c1)C(=O)N([C@@H](C)CO)C[C@@H](C)[C@@H](CN(C)C(=O)c1cccnc1)O2 | 1.3
CO[C@H](CN(C)C(=O)c1cnccn1)[C@@H](C)CN([C@H](C)CO)S(=O)(=O)c1ccccc1 | -0.1
CCC(=O)Nc1ccc2c(c1)C(=O)N(C)[C@@H]1CC[C@H](CC(=O)NCCN3CCCCC3)O[C@@H]1CO2 | -0.5
C/C=C/c1ccc([C@@H]2[C@@H](CO)N(C(=O)C3CC3)C23CN(C(=O)NC(C)C)C3)cc1 | -1.1
CO[C@@H]1CN(C)C(=O)c2ccc(NC(=O)Nc3cccc(F)c3)cc2OC[C@H](C)N(C(C)=O)C[C@H]1C | 0.5
O=C(Nc1ccccc1F)N1CCCCN2[C@H](CO)[C@H](c3ccc(C#Cc4cccnc4)cc3)[C@@H]2C1 | 1.1
COc1cccc(-c2ccc3c(c2)O[C@H](CN(C)C(=O)c2ccccc2F)[C@H](C)CN([C@@H](C)CO)S3(=O)=O)c1 | -1.0
COc1ccc(NC(=O)N2C[C@H](O)COC[C@H]3O[C@@H](CC(=O)N4CCOCC4)CC[C@@H]32)cc1 | -1.4
O=C(c1cccnc1)N1CC(=O)N2[C@H](C1)[C@H](c1ccc(/C=C/c3ccccc3)cc1)[C@@H]2CO | 1.1
CCCNC(=O)C[C@H]1C[C@@H]2c3cc(NC(=O)CC4CC4)ccc3O[C@@H]2[C@@H](CO)O1 | -0.4
COc1ccc(S(=O)(=O)Nc2ccc3c(c2)C(=O)N([C@@H](C)CO)C[C@@H](C)[C@H](CN(C)C(=O)Nc2ccc(F)cc2)O3)cc1 | -0.3
CO[C@@H]1CN(C)C(=O)c2cc(NC(=O)Nc3ccccc3F)ccc2OC[C@@H](C)N(CCC(F)(F)F)C[C@H]1C | -0.5
CC(C)NC(=O)Nc1ccc2c(c1)C(=O)N([C@H](C)CO)C[C@@H](C)[C@@H](CN(C)Cc1ccncc1)OCCCC[C@H](C)O2 | 0.2
COc1ccccc1C#Cc1ccc2c(c1)[C@@H]1[C@@H](CCN1S(=O)(=O)c1ccc(F)cc1)[C@@H](CO)N2 | 0.0
COC(=O)C[C@@H]1C=C[C@H](NC(=O)Nc2ccc(C(F)(F)F)cc2)[C@@H](CO)O1 | -1.1
C[C@@H]1CN([C@@H](C)CO)C(=O)c2cc(NC(=O)c3ccncc3)ccc2O[C@@H]1CN(C)S(=O)(=O)c1ccccc1 | -0.9
Cc1noc(C)c1S(=O)(=O)Nc1cccc2c1O[C@@H](CN(C)Cc1ccncc1)[C@@H](C)CN([C@H](C)CO)C2=O | -1.4
COc1cccc(CNC(=O)[C@@H]2[C@@H](CO)[C@@H]3Cn4c(ccc(-c5cncnc5)c4=O)[C@H]2N3C(C)=O)c1 | 0.9
C[C@@H]1CCCCO[C@H](CN(C)C(=O)Nc2ccc(C(F)(F)F)cc2)[C@H](C)CN([C@@H](C)CO)C(=O)c2cc(NC(=O)c3ccncc3)ccc2O1 | 1.1
CC(=O)N(C)C[C@H]1Oc2cc(C3=CCCC3)ccc2S(=O)(=O)N([C@H](C)CO)C[C@H]1C | -0.3
C[C@@H]1CN([C@@H](C)CO)S(=O)(=O)c2ccc(C#CC3CC3)cc2O[C@H]1CN(C)CC1CCCC1 | 0.4
COCCNC(=O)[C@H]1[C@H](CO)[C@H]2Cn3c(ccc(-c4ccccc4F)c3=O)[C@H]2N1C(=O)C1CCCC1 | -1.3
C[C@@H]1CN([C@H](C)CO)C(=O)c2cc(-c3cccnc3)cnc2O[C@@H]1CN(C)C(=O)c1ccccc1F | 0.2
C[C@H]1CN([C@@H](C)CO)C(=O)c2cc(-c3ccc(F)cc3)cnc2O[C@@H]1CN(C)C(=O)C1CCC1 | -0.6
C[C@@H]1CN([C@H](C)CO)C(=O)c2cccc(NS(=O)(=O)c3ccc(Cl)cc3)c2O[C@@H]1CN(C)C(=O)Nc1cccc2ccccc12 | -0.2
C[C@H](CO)N1C[C@H](C)[C@@H](CN(C)Cc2ccc(Oc3ccccc3)cc2)Oc2ccc(NC(=O)Nc3ccc(F)cc3)cc2C1=O | 0.5

12 compounds already listed, sorted by formula weight, largest number first.
SMILES | TcdB inh
COc1ccc(S(=O)(=O)Nc2ccc3c(c2)C(=O)N([C@@H](C)CO)C[C@@H](C)[C@H](CN(C)C(=O)Nc2ccc(F)cc2)O3)cc1 | -0.3
CC(C)NC(=O)Nc1ccc2c(c1)C(=O)N([C@H](C)CO)C[C@@H](C)[C@@H](CN(C)Cc1ccncc1)OCCCC[C@H](C)O2 | 0.2
Cc1noc(C)c1S(=O)(=O)Nc1cccc2c1O[C@@H](CN(C)Cc1ccncc1)[C@@H](C)CN([C@H](C)CO)C2=O | -1.4
COc1cccc(-c2ccc3c(c2)O[C@H](CN(C)C(=O)c2ccccc2F)[C@H](C)CN([C@@H](C)CO)S3(=O)=O)c1 | -1.0
C[C@@H]1CN([C@@H](C)CO)C(=O)c2cc(NC(=O)c3ccncc3)ccc2O[C@@H]1CN(C)S(=O)(=O)c1ccccc1 | -0.9
COc1ccccc1C#Cc1ccc2c(c1)[C@@H]1[C@@H](CCN1S(=O)(=O)c1ccc(F)cc1)[C@@H](CO)N2 | 0.0
COc1cccc(CNC(=O)[C@@H]2[C@@H](CO)[C@@H]3Cn4c(ccc(-c5cncnc5)c4=O)[C@H]2N3C(C)=O)c1 | 0.9
C[C@@H]1CN([C@@H](C)CO)S(=O)(=O)c2ccc(C#CC3CC3)cc2O[C@H]1CN(C)CC1CCCC1 | 0.4
C[C@H]1CN([C@@H](C)CO)C(=O)c2cc(-c3ccc(F)cc3)cnc2O[C@@H]1CN(C)C(=O)C1CCC1 | -0.6
COc1ccc(NC(=O)N2C[C@H](O)COC[C@H]3O[C@@H](CC(=O)N4CCOCC4)CC[C@@H]32)cc1 | -1.4
O=C(c1cccnc1)N1CC(=O)N2[C@H](C1)[C@H](c1ccc(/C=C/c3ccccc3)cc1)[C@@H]2CO | 1.1
COC(=O)C[C@@H]1C=C[C@H](NC(=O)Nc2ccc(C(F)(F)F)cc2)[C@@H](CO)O1 | -1.1

Following part
SMILES | TcdB inh
Cc1ccc(S(=O)(=O)N(C)C[C@@H]2Oc3ccc(NC(=O)Nc4ccc(F)cc4)cc3CC(=O)N([C@H](C)CO)C[C@H]2C)cc1 | -0.1
N#C[C@@H]1[C@H](c2ccccc2-c2ccccc2F)[C@H](CO)N1C(=O)C1CC1 | 0.0
COC(=O)C[C@@H]1CC[C@H]2[C@@H](COC[C@H](O)CN2C(=O)Nc2cccc(F)c2)O1 | 0.1
O=C(Cc1ccccn1)N1CC(=O)N2[C@H](C1)[C@H](c1ccc(-c3ccccc3)cc1)[C@@H]2CO | 0.0
C[C@@H]1CCCCO[C@H](CN(C)CC2CCCCC2)[C@H](C)CN([C@H](C)CO)C(=O)c2cc(NC(=O)Nc3ccc(C(F)(F)F)cc3)ccc2O1 | 0.2
O=C(N[C@@H]1C=C[C@H](CC(=O)N2CCOCC2)O[C@H]1CO)c1ccc2c(c1)OCO2 | 0.8
C[C@@H]1CN([C@H](C)CO)S(=O)(=O)c2ccc(C#CC3CC3)cc2O[C@H]1CN(C)C(=O)c1cccc(F)c1 | 0.6
CC(C)NC(=O)N(C)C[C@H]1OCCCC[C@@H](C)Oc2ccc(NS(=O)(=O)c3ccc(Cl)cc3)cc2C(=O)N([C@@H](C)CO)C[C@H]1C | 0.2
CN1C(=O)c2cc(NC(=O)c3cnccn3)ccc2OC[C@@H]2O[C@H](CC(=O)O)CC[C@H]21 | 1.1
CO[C@@H]1CN(C)C(=O)c2ccc(NC(=O)C3CCCC3)cc2OC[C@@H](C)N(C)C[C@@H]1C | 0.8
C[C@@H]1CN([C@H](C)CO)C(=O)c2cc(NC(=O)CCCCCC(=O)Nc3ccccc3N)ccc2O[C@@H](C)CCCCO[C@@H]1CN(C)C(=O)C1CCCCC1 | -7.1
CN1CCN(C(=O)C[C@@H]2CC[C@@H]3[C@H](COc4ccc(NC(=O)c5cscn5)cc4C(=O)N3C)O2)CC1 | -1.3
COc1cccc(NC(=O)Nc2ccc3c(c2)C(=O)N(C)C[C@@H](OC)[C@H](C)CN(CC2CC2)[C@H](C)CO3)c1 | -1.6
CCC(=O)N1[C@@H]2CN(C(=O)NC(C)C)c3ccccc3[C@@H]2[C@@H]1CO | -0.4
C[C@@H]1CN([C@H](C)CO)C(=O)c2cccc(NC(=O)c3ccncc3)c2O[C@@H]1CN(C)C(=O)Nc1ccc(F)cc1 | 0.7
C[C@@H]1CN([C@@H](C)CO)C(=O)c2cc(NC(=O)Nc3ccc4c(c3)OCO4)ccc2O[C@@H](C)CCCCO[C@@H]1CN(C)Cc1ccc2c(c1)OCO2 | -0.4
Cc1noc(C)c1S(=O)(=O)Nc1ccc2c(c1)CC(=O)N([C@H](C)CO)C[C@@H](C)[C@@H](CN(C)C(=O)Nc1ccc(C(F)(F)F)cc1)O2 | 1.4
CN(C[C@@H]1[C@H](c2ccccc2)[C@H](CO)N1C(=O)c1ccccc1)C(=O)C1CC1 | -0.8
CC(C)NC(=O)Nc1cccc2c1O[C@@H](CN(C)S(=O)(=O)c1cccs1)[C@@H](C)CN([C@@H](C)CO)C2=O | -1.5
C[C@H]1CCCCO[C@H](CN(C)C(=O)Nc2ccc(C(F)(F)F)cc2)[C@@H](C)CN([C@@H](C)CO)C(=O)c2cc(NC(=O)c3ccncc3)ccc2O1 | 0.8
C[C@@H]1CN([C@H](C)CO)S(=O)(=O)c2ccc(-c3cncnc3)cc2O[C@H]1CN(C)C(=O)NC1CCCC1 | -0.5
COCC#Cc1ccc([C@@H]2[C@H]3CN(C(=O)CN(C)C)CCCCN3[C@H]2CO)cc1 | 0.3
O=C(C[C@H]1CC[C@H](NC(=O)Nc2ccccc2)[C@H](CO)O1)NCc1cccc(F)c1 | -0.9
C[C@H]1CN([C@@H](C)CO)C(=O)c2cccc(NS(C)(=O)=O)c2O[C@H]1CN(C)CC1CC1 | -9.1
C[C@@H]1CCCCO[C@H](CN(C)S(=O)(=O)c2ccccc2)[C@@H](C)CN([C@@H](C)CO)C(=O)c2cc(NC(=O)c3ccncc3)ccc2O1 | -0.7
COc1ccccc1-c1ccccc1[C@@H]1[C@@H](C#N)N(C(=O)C2CCC2)[C@@H]1CO | -0.1
Cc1ccc(S(=O)(=O)Nc2ccc3c(c2)C(=O)N([C@H](C)CO)C[C@H](C)[C@H](CN(C)C(=O)Nc2cccc4ccccc24)O3)cc1 | -0.9
CCCNC(=O)C[C@@H]1CC[C@H]2[C@@H](COC[C@H](O)CN2C(=O)Nc2cccc(Cl)c2)O1 | 1.6
O=C(C[C@H]1CC[C@H]2[C@@H](COC[C@H](O)CN2Cc2ccc(Cl)cc2)O1)Nc1nccs1 | 0.5
CCNC(=O)C[C@H]1CC[C@H](NS(=O)(=O)c2ccc(C)cc2)[C@H](CO)O1 | -0.7
O=C(Nc1ccccc1F)N[C@@H]1CC[C@@H](CCNC(=O)C2CCCCC2)O[C@@H]1CO | -5.3
COC(=O)C[C@H]1C[C@H]2c3cc(NC(=O)c4ccc5c(c4)OCO5)ccc3O[C@H]2[C@H](CO)O1 | 1.6
CCC(=O)NC[C@H]1[C@H](c2ccc(C3=CCCC3)cc2)[C@H](CO)N1C(C)=O | -1.0
C[C@H](CO)N1C[C@H](C)[C@@H](CN(C)C(=O)c2ccncc2)Oc2ncc(C3=CCCCC3)cc2C1=O | 1.6
O=C(NC1CCCCC1)[C@H]1[C@H](CO)[C@H]2Cn3c(cccc3=O)[C@H]2N1CCc1ccccc1 | 0.3
C[C@@H]1CN([C@@H](C)CO)C(=O)c2c(c3ccccc3n2C)-c2ccccc2CO[C@H]1CN(C)C(=O)c1ccc(F)cc1 | 1.1
C[C@H](CO)N1C[C@H](C)[C@@H](CN(C)C(=O)NC2CCCCC2)OCCCC[C@H](C)Oc2ccc(NC(=O)C3CCCCC3)cc2C1=O | 0.7
C/C=C/c1ccc(C2[C@@H]3CN(Cc4nccs4)C[C@H]2N3)cc1 (stereo not given in full) | 1.5&0.4
COc1ccc(CN(C)C[C@@H]2Oc3ccc(NC(=O)Nc4ccc(C(F)(F)F)cc4)cc3CC(=O)N([C@@H](C)CO)C[C@@H]2C)cc1 | -0.3

Compound activity from PubChem BioAssay.
